High-throughput results from PubChem.
NR2E3 ag-1 = activates human NR2E3 receptor; Q9Y5X4; CHO-S Gal4-NCOR/VP16-NR2E3 two-hybrid, luciferase; inhibition of corepressor binding, % at 3.98 µM; hit rate 0.35% among 360,000; AID 602229;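 active means inhibition above the mean of all tested compounds plus 3 SD, cut at about 70% in these data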;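 further: 0% = DMSO with NR2E3 transfected cells and 100% = cells lacking NR2E3 construct; higher means lower luciferase signal from less NR2E3 corepressor binding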
Target sequence (Q9Y5X4 whole entry, looked up, the tested form may be a part): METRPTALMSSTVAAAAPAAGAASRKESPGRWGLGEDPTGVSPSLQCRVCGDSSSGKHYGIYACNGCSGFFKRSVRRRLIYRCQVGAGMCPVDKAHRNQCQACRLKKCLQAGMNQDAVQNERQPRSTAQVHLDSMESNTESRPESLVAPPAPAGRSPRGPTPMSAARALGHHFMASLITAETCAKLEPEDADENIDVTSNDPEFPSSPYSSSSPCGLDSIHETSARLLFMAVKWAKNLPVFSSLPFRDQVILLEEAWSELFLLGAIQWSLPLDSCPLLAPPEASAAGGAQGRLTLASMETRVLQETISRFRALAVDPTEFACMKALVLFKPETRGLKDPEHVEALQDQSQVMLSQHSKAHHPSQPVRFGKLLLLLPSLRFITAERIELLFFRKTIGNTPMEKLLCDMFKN
Shn3 3UTR inh = reduces Shn3 3'UTR luciferase signal in osteoblasts. AID 588674. Clone20 osteoblast Shn3 3'UTR firefly luciferase, 24 h. inhibition, % at 12.5 µM. hit rate 0.52% among 360,000;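 active means mean inhibition of at least 75% with every replicate also reaching 75%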;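 further: 0% = median of neutral control wells and 100% = pilot-screen positive control compound; some compounds past the cut are filed as inactive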
NR2E3 ag-2 = agonists of human nuclear receptor NR2E3 | inhibition of corepressor binding, % at 4.78 µM | GST-NR2E3/biotin-RetCOR TR-FRET, 1536-well | Q9Y5X4 | AID 2300 | hit rate 0.12% among 320,000;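 active means percent inhibition above the cutoff of mean plus 3 SD of all tested compounds, set per screening campaign, cut at about 20% in these data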;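 further: 0% = DMSO wells and 100% = biotin wells as full block of FRET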
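Material: NR2E3–RetCOR corepressor complex / Amount: 1.35 nM GST-NR2E3 / Medium: Tris pH 7.5 / Compound: single nominal compound dose of 4.8 µM / Incubation: 5 h at 4 °C / Technique: TR-FRET, Eu(K)-anti-GST donor, streptavidin-D2 acceptor, ex 340, em 617/671 nm / Read-out basis: percent loss of FRET ratio relative to control wells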
Peg3 prom inh = inhibitors of Peg3 promoter; HeLa PEG-Prom luciferase reporter, luminescence, overnight; inhibition, % at 20 µM; hit rate 1.7% among 360,000;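 active means inhibition of at least 50% at 20 µM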
MITF TRPM1 inh = reduces MITF-dependent TRPM1 promoter luciferase signal. hit rate 0.83% among 330,000. AID 488899. inhibition, % at 12.5 µM. SK-MEL-5 TRPM1 promoter luciferase, 24 h;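 active means mean inhibition across replicates of 60% or more, whatever share of single replicates reaches that level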; further: values of inactives mirror those of a sister screen read the other way
HIF-2a block = blocks HIF-2a reporter activity; 786-0 RCC cells HIF-2a reporter, luciferase luminescence, overnight; inhibition, % at 18.8 µM; hit rate 0.72% among 360,000; AID 624352;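 active means inhibition of the luminescence signal of 40% or more relative to plate controls, in a single-dose primary screen at 18.75 µM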
C8 TRAIL sens = sensitizes caspase-8 expressing cells to TRAIL. AID 624354. hit rate 1% among 360,000. NB7+C8 cells + TRAIL, ATPlite viability luminescence. inhibition (viability loss, TRAIL sensitization), % at 10 µM;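 active means compounds causing at least 50% loss of cell viability in the single-dose screen, relative to plate controls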
TROY NFkB inh = inhibitors of TROY-dependent NF-kB signaling; Q293 LMP1-TROYcd NF-kB luciferase reporter, 4 h; hit rate 0.98% among 360,000; inhibition, % at 10 µM;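 active means compounds whose plate-normalised and pattern-corrected inhibition of the luciferase reporter signal at the single screening dose is 50% or more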
CF NFkB inh = blocks PAF-induced NF-kB reporter in cystic fibrosis cells. AID 588850. hit rate 0.86% among 360,000. KKLEB NF-kB-GFP reporter, GFP fluorescence overnight. inhibition, % at 5 µM;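 active means at least 50% inhibition at 5 µM, scaled per plate between neutral and stimulator controls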;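 further: PAF is a Pseudomonas aeruginosa culture filtrate used as stimulus; plate controls were PAF-stimulated DMSO wells for no effect and unstimulated DMSO wells for full effect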
KKLEB cytotox = counter-screen for CF NF-kB inhibitors: cytotoxicity; activity change (cytotoxicity), % at 5 µM; KKLEB CF airway cells viability, ATPlite luminescence, overnight; active compounds read low; cells stimulated with P. aeruginosa culture filtrate; hit rate 0.36% among 360,000; AID 602141;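 active means corrected activity change at or below -50% at 5 µM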
TWEAK-Fn14 inh = TWEAK-Fn14 signaling inhibition; TWEAK-stimulated Fn14 reporter cells, luciferase luminescence, 8 h; inhibition, % at 10 µM; hit rate 2% among 360,000; in the data active means inhibition above about 50%
* hit, by the source's call; x = no result given.

SMILES	NR2E3 ag-1	Shn3 3UTR inh	NR2E3 ag-2	Peg3 prom inh	MITF TRPM1 inh	HIF-2a block	C8 TRAIL sens	TROY NFkB inh	CF NFkB inh	KKLEB cytotox	TWEAK-Fn14 inh
CC1(NC(=O)Cc2csc(-c3ccc(Cl)cc3)n2)CCS(=O)(=O)C1 (stereo not given)	-9	-7	x	7	10	-2	12	-5	-2	-1	9
CC(NC(=O)COC(=O)c1ccccc1O)c1ccccc1 (stereo not given)	-16	-4	x	2	x	11	-1	-9	-6	7	-12
O=C1CCC[C@@H]2[C@@H](Cc3ccccc3)[C@H](N3CCN(c4ccccc4)CC3)C[C@@H]3CCN1[C@@H]32	-6	-4	x	5	3	12	6	8	29	-21	-2
COc1ccc(-c2c3c(=O)n(C)c(=O)n(C)c3cn2Cc2ccccn2)cc1	-5	-5	3	16	1	5	-16	-8	-9	-2	-3
CC(=O)OCC1=C(C(=O)O)N2C(=O)C(NC(=O)c3ccc(COc4c(C)cccc4Cl)o3)C2SC1 (stereo not given)	2	1	0	5	-4	13	0	22	-1	17	-15
COc1ccc(Br)c(C(=O)OCc2cc(=O)oc3cc(C)ccc23)c1	-37	-36	3	-48	-58	-3	2	-43	-10	-1	-36
Cc1ccc(OCC(O)CN2C(=O)NC(C)(C)C2=O)cc1 (stereo not given)	-16	-4	-1	-1	7	3	-18	-14	-13	12	2
CNC(=O)C1Cc2c(-c3cccc(F)c3)ccnc2O1 (stereo not given)	2	-12	x	6	x	10	16	3	-7	2	5
Cc1cccc(C(=O)OCC(=O)NN2C(=O)NC3(CCCCC3)C2=O)c1	-1	6	3	0	11	0	-1	-8	-11	24	6
N#CCC(CNc1ncc(C(F)(F)F)cc1Cl)OC(=O)c1ccc(Cl)cc1 (stereo not given)	-2	-24	1	-18	-2	-6	4	-24	-7	-4	1
CC(=O)Oc1ccc2c(c1)c(C(C)=O)c(C)n2C	-1	-17	3	1	1	13	-2	5	7	-1	19
Cc1cccc(N(Cc2cc(=O)[nH]c3ccccc23)C(=O)C(C)C)c1	10	9	-2	19	6	22	7	4	5	4	2
CCn1c(-c2cccc(Cl)c2)n[nH]c1=S	4	11	0	-9	1	6	5	3	-11	8	-4
O=C(/C=C\c1ccco1)Nc1nc(-c2ccc3ccccc3c2)cs1	-81	7	-1	-10	-3	-86	5	48	-27	0	83*
CCCCCOc1ccc(/C=C/C(=O)NCCc2nc3ccccc3[nH]2)cc1OC	-7	24	-3	32	4	9	-6	20	4	-3	38
Cc1nn(-c2ccccc2)c(C)c1/C=N/NC(=O)c1cc(-c2ccc(Cl)s2)[nH]n1	-31	1	0	43	9	-34	46*	13	33	-6	59*
Cc1cc([N+](=O)[O-])c2ccccc2c1NS(=O)(=O)c1ccccc1	12	-14	x	26	-9	4	-2	32	43	-12	31
CC(=O)c1ccn(S(=O)(=O)c2ccc(Cl)cc2)c1	16	2	0	5	9	17	9	-8	3	-9	2
COc1cc(-c2nc3ccc(C)cn3c2Nc2ccc3c(c2)OCCO3)ccc1O	-51	25	-3	-12	-7	-25	-13	-39	-2	-6	25
CCOc1ccccc1C(=O)NCC(=O)NNC(=O)CN(C)S(=O)(=O)c1ccc(Cl)cc1	-13	11	-1	6	13	-2	15	-9	11	-16	-2
Cc1ccc(C)c(N2CCN(C(=O)CCCn3c(=S)[nH]c4cc5c(cc4c3=O)OCO5)CC2)c1	0	3	4	21	3	18	-3	18	17	3	3
Cc1ncc([N+](=O)[O-])n1CCOC(=O)NC(NCc1cccnc1)C(Cl)(Cl)Cl (stereo not given)	22	18	7	7	-3	3	2	10	18	-4	4
O=C(NCCc1cccc(Cl)c1)c1cccc(-n2cnnn2)c1	-6	-11	x	-8	-3	-22	0	-16	-33	20	-20
Cn1c2nc(=O)n(-c3ccccc3)c(=O)c-2nc2c1CCCC2	9	4	x	-4	x	24	-12	12	-13	8	-5
Cc1nc2ccc(S(=O)(=O)NC(C(=O)Nc3nc4ccc(Cl)cc4s3)C(C)C)cc2s1 (stereo not given)	15	4	-3	4	-4	12	-10	-3	-7	-4	27
Cn1c(Cn2c(=O)sc3ccccc32)nnc1SCc1ccccn1	8	-4	4	5	3	5	-2	22	-22	11	-9
CSc1nnc(CNS(=O)(=O)c2ccc(Cl)cc2)n1C	-2	6	-2	19	14	17	2	3	-13	7	2
COc1ccc(F)cc1-c1cc(NC(C)=O)c2ncc(-c3cccc(C(F)(F)F)c3)n2c1	-20	4	x	18	x	6	-5	-15	11	-16	-2
O=C(Nc1ccc(Cl)cc1)c1cccs1	-86	9	-6	-257	-61	-288	15	-58	-4	-2	-11
Cc1cc(N2CCN(C3CCCCC3)CC2)nc2cccc(O)c12	-4	-36	1	-17	x	-43	1	-9	-5	-15	-2
Fc1ccc(C2CCCCN2Cc2nc(CC3CC3)no2)cc1 (stereo not given)	-28	6	-2	-1	-3	5	-2	-13	-24	9	-7
NS(=O)(=O)c1ccc(N/N=C/c2ccc3c(c2)OCO3)c([N+](=O)[O-])c1	-17	-15	2	-14	-1	-17	-5	-35	7	-3	-13
c1ccc(COc2ccc(OCCCN3CCCCC3)cc2)cc1	-99	-18	-1	-139	-53	-86	10	-13	-10	6	22
CCOC(=O)N1CCN(S(=O)(=O)c2c(C)nn(C)c2C)CC1	-7	1	-2	8	-8	9	-7	-8	4	-6	3
CCN(CC(=O)NC(C)C)Cc1nc2sc3c(c2c(=O)[nH]1)CCC3	-41	3	-2	2	13	8	-1	-9	-6	-7	-18
Cc1ccc(C(=O)Nc2ccc(CN3CCS(=O)(=O)CC3)cc2)cc1C	-50	-2	0	-104	-36	-185	17	-62	-10	3	-15
CCc1sc(C(=O)Nc2ccc3c(c2)OCCO3)cc1Br	-147	-52	0	-286	-101	-245	50*	-68	-20	10	-16
COc1ccc(C(=O)NCCc2c[nH]c3ccccc23)cc1S(=O)(=O)N1CCCCC1C (stereo not given)	5	-5	3	32	24	32	11	8	-12	12	19
O=C(Cc1nnc(NC(=O)c2ccccc2)s1)N/N=C/c1cccc(O)c1	-11	1	2	-7	-5	0	4	-30	10	0	-21
CN(C(=O)CC1C(=O)NCCN1Cc1cccc(F)c1F)C1CC(C)(C)NC(C)(C)C1 (stereo not given)	2	1	2	8	8	1	14	7	1	6	6

Complete entries, looked up by structure:
O=C(Cc1nnc(NC(=O)c2ccccc2)s1)N/N=C/c1cccc(O)c1 as listed: NR2E3 ag-1 = -11; Shn3 3UTR inh = 1; NR2E3 ag-2 = 2; Peg3 prom inh = -7; MITF TRPM1 inh = -5; HIF-2a block = 0; C8 TRAIL sens = 4; TROY NFkB inh = -30; CF NFkB inh = 10; KKLEB cytotox = 0; TWEAK-Fn14 inh = -21
Cc1ccc(C)c(N2CCN(C(=O)CCCn3c(=S)[nH]c4cc5c(cc4c3=O)OCO5)CC2)c1 as listed: NR2E3 ag-1 = 0; Shn3 3UTR inh = 3; NR2E3 ag-2 = 4; Peg3 prom inh = 21; MITF TRPM1 inh = 3; HIF-2a block = 18; C8 TRAIL sens = -3; TROY NFkB inh = 18; CF NFkB inh = 17; KKLEB cytotox = 3; TWEAK-Fn14 inh = 3

Remaining list, next part
SMILES	NR2E3 ag-1	Shn3 3UTR inh	NR2E3 ag-2	Peg3 prom inh	MITF TRPM1 inh	HIF-2a block	C8 TRAIL sens	TROY NFkB inh	CF NFkB inh	KKLEB cytotox	TWEAK-Fn14 inh
CCOC(=O)c1nc(SC)n(C)c1C(=O)OCC	-39	6	x	1	-11	19	-7	-8	16	4	16
CCCC(=O)N=c1sc2c(OC)ccc(OC)c2n1C	4	9	2	3	17	-1	-5	6	3	-5	-12
COC(=O)c1sccc1-c1ccc(C(=O)Nc2cccc(Cl)c2)o1	-32	-25	0	-204	-27	-273	1	-38	-5	21	8
O=C(NNC(=O)c1ccccc1F)c1ccc(NS(=O)(=O)c2ccc(F)cc2)cc1	0	-5	x	-1	-2	6	18	-8	-9	8	-14
COc1ccc(CC(=O)n2c(CC#N)nc3ccccc32)cc1OC	9	8	1	0	5	1	14	-4	-6	-5	-15
O=C(c1cc2ccccc2c(=O)o1)N1CCCCCC1	4	-91	-4	-72	-23	-63	-8	-41	-4	4	-9
O=c1c2cc(NC(=S)NC3CCCCC3)ccc2nc2n1CCCCC2	22	-19	3	-24	5	-27	-7	-2	34	-3	14
CC(NC(=O)Cn1ncc(Cl)c(Cl)c1=O)C12CC3CC(CC(C3)C1)C2 (stereo not given)	26	98*	12	97*	108*	91*	5	87*	84*	-78*	103*
O=C(NC(=S)Nc1ccc(S(=O)(=O)Nc2ccccc2)cc1)C1CC1	-20	-24	1	14	-4	15	0	1	7	6	-2
Cc1ccc(C)c(S(=O)(=O)N2CCN(C(=O)CCNS(=O)(=O)c3ccc(C)c(C)c3)CC2)c1	17	20	4	21	-5	10	1	13	9	-9	-13
COc1cccc(NS(=O)(=O)c2ccc3[nH]cc(C(=O)NCCC(C)C)c(=O)c3c2)c1	6	14	1	47	8	-33	26	34	-7	0	47

Grouped by structure, the entries above with an aryl methoxy group.
SMILES	NR2E3 ag-1	Shn3 3UTR inh	NR2E3 ag-2	Peg3 prom inh	MITF TRPM1 inh	HIF-2a block	C8 TRAIL sens	TROY NFkB inh	CF NFkB inh	KKLEB cytotox	TWEAK-Fn14 inh
COc1ccc(-c2c3c(=O)n(C)c(=O)n(C)c3cn2Cc2ccccn2)cc1	-5	-5	3	16	1	5	-16	-8	-9	-2	-3
COc1ccc(Br)c(C(=O)OCc2cc(=O)oc3cc(C)ccc23)c1	-37	-36	3	-48	-58	-3	2	-43	-10	-1	-36
CCCCCOc1ccc(/C=C/C(=O)NCCc2nc3ccccc3[nH]2)cc1OC	-7	24	-3	32	4	9	-6	20	4	-3	38
COc1cc(-c2nc3ccc(C)cn3c2Nc2ccc3c(c2)OCCO3)ccc1O	-51	25	-3	-12	-7	-25	-13	-39	-2	-6	25
COc1ccc(F)cc1-c1cc(NC(C)=O)c2ncc(-c3cccc(C(F)(F)F)c3)n2c1	-20	4	x	18	x	6	-5	-15	11	-16	-2
COc1ccc(C(=O)NCCc2c[nH]c3ccccc23)cc1S(=O)(=O)N1CCCCC1C (stereo not given)	5	-5	3	32	24	32	11	8	-12	12	19
CCCC(=O)N=c1sc2c(OC)ccc(OC)c2n1C	4	9	2	3	17	-1	-5	6	3	-5	-12
COc1ccc(CC(=O)n2c(CC#N)nc3ccccc32)cc1OC	9	8	1	0	5	1	14	-4	-6	-5	-15
COc1cccc(NS(=O)(=O)c2ccc3[nH]cc(C(=O)NCCC(C)C)c(=O)c3c2)c1	6	14	1	47	8	-33	26	34	-7	0	47

This is a subset, so the mix of outcomes need not match the whole.
